PMI inhibitors – inhibitors of human PMI, primary screen, biochemical, fluorescence intensity, coupled assay (AID 1209). Mannose-6-phosphate isomerase (Homo sapiens). purified PMI enzyme, coupled fluorescence intensity; higher % means a stronger effect. one-dose inhibition, % at 20 µM; IC50 in µM for titrated hits. 190,000 tested, 0.42% active;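 note: plate controls were DMSO vehicle for no effect and wells lacking substrate for full effect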
P. falciparum M1AAP – P. falciparum M1AAP inhibitors, biochemical, fluorogenic H-Leu-NHMec substrate, 1536-well (AID 1445) | Aminopeptidase N (Plasmodium falciparum (isolate 3D7)) | recombinant M1AAP, H-Leu-NHMec fluorogenic kinetic assay; higher % means a stronger effect | one-dose inhibition, % at 30 µM; IC50 in µM for titrated hits | 220,000 tested, 0.42% active;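 active = primary inhibition above the hit cutoff, then over 50% inhibition at one or more dose response concentrations, cut at about 23% in these data, passing the limit was not always enough; inconclusive = conflicting primary data, or primary hits not chosen for dose response; inactive = low primary inhibition, or under 50% at every dose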;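 note: plate controls were DMSO full reaction for no effect and no enzyme background for full effect; strong numbers were not always called active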
ER stress rescue – rescue of cells from ER stress-induced death, primary screen, 384-well, CSM14.1, thapsigargin, ATP luminescence (AID 1222) | CSM14.1 thapsigargin-induced death rescue, ATP luminescence; higher % means a stronger effect | 190,000 tested, under 10 active | one-dose cellular ATP content (survival), % at 20 µM; EC50 in µM for titrated hits;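 active = EC50 below 50 µM in the dose-response confirmation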;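 note: death triggered by thapsigargin at about 15 µM added after 2 h compound pretreatment; cell ATP read after overnight thapsigargin exposure of roughly 18 to 22 hours; normalized against plate controls of thapsigargin alone and 5% DMSO vehicle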
TNAP activation fold – human TNAP enzyme activators, primary screen, biochemical, luminescent, no phosphate acceptor, uHTS (AID 1001). Alkaline phosphatase, tissue-nonspecific isozyme (Homo sapiens). purified TNAP, luminescent activation assay, no phosphate acceptor; higher activation fold means a stronger effect. activation fold at 20 µM; hits with a dose series show EC50 in µM. 200,000 tested, 0.03% active; in the data active = activation fold from about 3, or a potency from the dose series; inactive = the rest, 99 in 100 with activation fold below about 1.6; note: many of its hits are not listed in these tables
human PMI inhibitors – human PMI inhibitors, high substrate, primary screen, biochemical, fluorescence intensity, high mannose 6-phosphate (AID 1220). Mannose-6-phosphate isomerase (Homo sapiens). recombinant PMI enzyme, coupled fluorescence intensity; higher % means a stronger effect. inhibition, % at 20 µM; hits with a dose series show IC50 in µM. 190,000 tested, 0.66% active
Myeloid diff 2 – induction of myeloid progenitor differentiation, primary screen, cell-based, flow cytometry, MLPCN library; 360,000 tested, 1% active; AID 624256, 2012; calls only at 10 µM; ER-HoxA9 myeloid progenitors, lysozyme-GFP differentiation;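 active = normalized GFP-positive differentiation at or above the plate's own cutoff, the solvent-only control mean plus 3 SD; inconclusive = no clear call, values can overlap the other calls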;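 note: cells exposed to compound for four days before flow analysis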
P. falciparum M17LAP – P. falciparum M17LAP inhibitors, primary screen, biochemical, fluorogenic H-Leu-NHMec substrate, 1536-well (AID 1619); inhibition, % at 30 µM; hits with a dose series show IC50 in µM; 220,000 tested, 0.38% active; recombinant M17LAP, H-Leu-NHMec fluorogenic kinetic assay; higher % means a stronger effect; Leucine aminopeptidase (Plasmodium falciparum (isolate 3D7));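 active = compound inhibiting the enzyme by more than half at any dose during confirmatory dose-response retesting; inconclusive = strong single-dose inhibitors picked by rank but not retested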;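 note: plate controls were full reaction with DMSO carrier for no effect and no enzyme background for full effect; strong numbers were not always called active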
LYP inhibition – inhibitors of LYP phosphatase, biochemical, fluorescence intensity, uHTS (AID 1779); inhibition, % at 11.5 µM, or IC50 in µM where a hit was titrated; 290,000 tested, 0.054% active; recombinant LYP phosphatase, fluorescence intensity; higher % means a stronger effect;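 note: plate controls were vehicle with enzyme for no effect and no enzyme for full effect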
XIAP antagonists – XIAP antagonists, biochemical, IAP family, fluorescence polarization (AID 1018). E3 ubiquitin-protein ligase XIAP (Homo sapiens). XIAP BIR domain, fluorescence polarization peptide displacement; higher % means a stronger effect. one-dose displacement, % at 20 µM; IC50 in µM for titrated hits. 200,000 tested, 0.007% active; in the data active = displacement above about 50%; note: a part of the inactive calls stands beside numbers as strong as those of hits
Myeloid diff 2 GFP+ MAC1+ % – recorded beside Myeloid diff 2, whose call it bears; GFP+ MAC1+ double positive, %; measured here: differentiation confirmed by MAC1 staining
* hit, by the source's call; i = inactive; ? = inconclusive; · = no result given. Cut-off read from the data, not from the text of the source, unless noted: active = inhibition above about 50%; inactive = the rest.

SMILES	PMI inhibitors	P. falciparum M1AAP	ER stress rescue	TNAP activation fold	human PMI inhibitors	Myeloid diff 2	Myeloid diff 2 GFP+ MAC1+ %	P. falciparum M17LAP	LYP inhibition	XIAP antagonists
O=S(=O)(c1cccc2nsnc12)N1CCN(c2ccc(F)cc2)CC1	4%	3%	-0.1%	1	7%	i	0.3	-5%	-1%	-6.6%
CN1C2=NCCN2C(=O)c2ccccc21	-9%	9%	-2.5%	1	-8%	i	5.4	1%	-1%	-3.4%
CC(=O)Nc1ccc(-n2c(=O)c3ccccc3c3ccccc3c2=O)cc1	4%	-2%	4.4%	1.1	3%	i	0.7	9%	-2%	-11%
CCc1nnc(N/N=C/c2ccc(N3CCC(C)CC3)c([N+](=O)[O-])c2)n1N	-7%	11%	-1.0%	1.2	22%	i	0.0	8%	-6%	-2.0%
Cc1ccc(C(=O)COC(=O)CCC(=O)Nc2cccc(Cl)c2)cc1[N+](=O)[O-]	6%	2%	2.6%	1.1	10%	i	1.0	-2%	2%	-22%
Cc1c(C(=O)CN2CCOCC2)[nH]c2ccccc12	-17%	5%	-2.5%	1.1	-7%	i	0.8	18%	-2%	-3.9%
Cn1cc(C(=O)N/N=C/C(Br)=C/c2ccccc2)ccc1=O	0%	9%	-1.4%	1	4%	?	·	14%	-2%	-10%
CCCCOC(=O)c1ccc(NC(=O)c2ccccc2OC)cc1	19%	-1%	-2.1%	1.1	22%	i	0.4	-11%	-3%	-2.7%
COc1ccc(S(=O)(=O)Nc2ccccc2C(=O)NC(C)(C)C)cc1OC	2%	-9%	-0.6%	1.1	0%	i	7.7	3%	-8%	-3.0%
COc1ccccc1CNC(=O)c1cc(C)nn1-c1ccccc1	·	1%	·	·	·	i	1.3	4%	-3%	·
CCc1cc2cc(C(=O)Nc3ccccc3F)sc2s1	-2%	1%	-1.8%	1.1	-5%	i	4.1	-1%	-4%	-3.8%
CCCC(=O)Nc1ccc(C(=O)NN2C(=O)c3ccccc3C2=O)cc1	7%	4%	-2.3%	1.1	16%	i	0.3	-2%	0%	-12%
CCc1ccccc1NC(=O)CSc1nc2n[nH]c(C)c2c(=N)n1-c1cccc(OC)c1	-4%	-6%	2.6%	1.2	-7%	i	6.1	0%	-4%	-6.9%
O=[N+]([O-])c1ccc(N/N=C\c2cccnc2)nc1	10%	6%	0.0%	1	10%	i	0.1	9%	-6%	-6.2%
C#CCOCCOCCOCCNc1nc(N2CCOCC2)nc(N2CCN(C(=O)[C@H](Cc3cc4ccccc4[nH]3)n3cc([C@@H](N)CC(C)C)nn3)CC2)n1	-4%	2%	2.3%	1.2	-6%	i	4.8	-5%	-7%	-9.0%

Three structures out of the list, sorted by SMILES length, lowest first:
SMILES	PMI inhibitors	P. falciparum M1AAP	ER stress rescue	TNAP activation fold	human PMI inhibitors	Myeloid diff 2	Myeloid diff 2 GFP+ MAC1+ %	P. falciparum M17LAP	LYP inhibition	XIAP antagonists
CN1C2=NCCN2C(=O)c2ccccc21	-9%	9%	-2.5%	1	-8%	i	5.4	1%	-1%	-3.4%
COc1ccccc1CNC(=O)c1cc(C)nn1-c1ccccc1	·	1%	·	·	·	i	1.3	4%	-3%	·
Cc1ccc(C(=O)COC(=O)CCC(=O)Nc2cccc(Cl)c2)cc1[N+](=O)[O-]	6%	2%	2.6%	1.1	10%	i	1.0	-2%	2%	-22%

Going on with the list:
SMILES	PMI inhibitors	P. falciparum M1AAP	ER stress rescue	TNAP activation fold	human PMI inhibitors	Myeloid diff 2	Myeloid diff 2 GFP+ MAC1+ %	P. falciparum M17LAP	LYP inhibition	XIAP antagonists
Cc1ccc(NC(=S)NNC(=O)c2ccccc2O)c(C)c1	4%	9%	0.8%	2.4	-16%	i	0.4	8%	-1%	-7.3%
Cc1ccc(NC(=O)COC(=O)Cn2cnc3c2c(=O)n(C)c(=O)n3C)cc1Cl	-8%	5%	-1.1%	1.1	-7%	i	0.1	7%	0%	-6.9%
Cc1ccc(SCCN2CCN(CC(C)C)CCC2=O)cc1	·	5%	·	·	·	i	0.7	-17%	-5%	·
C/C(=N\NC(=O)c1ccc(Cl)cc1)c1cccc(NC(=O)C(C)C)c1	-12%	2%	-1.6%	1.1	-24%	i	0.8	7%	-9%	0.3%
O=C1N(CN2CCC3(CC2)OCCO3)c2ccccc2C12OCCCO2	1%	-1%	0.4%	1.1	1%	i	0.5	-3%	-3%	-2.2%
CCOC(=O)c1c(-c2ccc(F)cc2)csc1NC(=O)C1CCCO1 (stereo not drawn)	20%	3%	4.4%	1.1	12%	i	0.4	-2%	-2%	-2.7%
CCOC(=O)c1c(N)c(C#N)nn1-c1ccccc1C(=O)OC	7%	2%	·	1.1	9%	·	·	10%	1%	-0.3%
CCc1ccc(NC(=O)CSc2nc3ccccc3c(=O)n2CCN2CCOCC2)cc1	10%	4%	-0.3%	1.2	8%	i	0.8	7%	-1%	-2.8%
CC(C(=O)N1CCC(C(N)=O)CC1)N(c1ccc(Oc2ccccc2)cc1)S(C)(=O)=O (stereo not drawn)	10%	-1%	0.2%	1.1	12%	i	0.4	-1%	-2%	-10%
CCCS(=O)(=O)N1CCC(Cc2ccc(OC)cc2)(C(=O)OCC)CC1	8%	-9%	0.0%	1.1	9%	i	0.8	-8%	-8%	0.2%
CCCNC(=O)C1CC(c2cccc(F)c2)=NO1 (stereo not drawn)	·	8%	·	·	·	i	1.0	-4%	-10%	·
CCS(=O)(=O)NCCc1csc(C)n1	-3%	3%	-0.6%	1.2	-4%	i	0.7	-2%	-6%	-5.4%
CCC(c1nnc(SCC(=O)N2CC3(C)CC2CC(C)(C)C3)o1)N(C)C (stereo not drawn)	-1%	2%	2.9%	1.1	1%	i	0.5	6%	3%	-11%
O=C(COc1ncnc2sccc12)N1CCN(S(=O)(=O)c2ccc(Cl)cc2)CC1	9%	0%	-0.1%	1	2%	i	1.9	1%	-2%	-4.6%
Cc1nnc(SCCC(=O)Nc2ccc(F)cc2)s1	9%	-4%	1.7%	1	5%	i	1.2	-1%	0%	-11%
CC(=O)Nc1ccc(NC(=O)CSc2nnnn2-c2ccc3c(c2)OCCO3)cc1	-5%	2%	3.8%	1.1	-7%	i	0.1	-1%	-7%	-3.1%
O=C(O)CC(C(=O)N(c1ccccc1)c1ccccc1)N1CCOCC1 (stereo not drawn)	-2%	-4%	-1.7%	1.1	5%	i	1.4	5%	-2%	-0.5%
O=C(NNC(=O)c1cccs1)c1ccccc1	1%	20%	0.2%	1	4%	i	0.0	9%	0%	-6.5%
Cc1cccc2nc(CSc3nc4ccc([N+](=O)[O-])cc4[nH]3)cn12	1%	10%	1.3%	1.5	-5%	i	0.4	5%	2%	-8.9%
O=C(O)CC1(CC(=O)Nc2cc(F)ccc2Cl)CCCCC1	·	3%	·	·	·	i	0.6	6%	-5%	·
CCCCNC(=O)Cc1c(OC)ccc2cc(Br)ccc12	3%	1%	-0.5%	1	9%	i	0.7	-9%	5%	16%
Cc1csc(SCC(=O)NC(=O)NC2CCCC2)n1	5%	0%	-1.8%	1	9%	i	0.2	-2%	1%	-6.1%
CCOC(=O)c1c(NC(=O)CSc2nnc(-c3ccco3)o2)sc(C)c1C	9%	7%	-0.4%	1.1	2%	i	1.3	-3%	-12%	-2.5%
COc1cccc(/C=N/NC(=O)c2cc(C34CC5CC(CC(C5)C3)C4)[nH]n2)c1	11%	-4%	-2.7%	0.1	10%	i	0.6	5%	7%	-3.0%
Cc1cccc(Cc2nnc(CCC(=O)N(C)C3CCOC3)o2)c1 (stereo not drawn)	-4%	3%	-1.5%	1.1	-8%	i	0.3	8%	-10%	-4.9%
O=C(c1cnc2ccc(Cl)cc2c1Cl)N1CCOCC1	·	6%	-0.8%	1.1	·	i	0.5	5%	-5%	-2.2%
CC(C)C(NC(=O)c1ccccc1)C(=O)OCc1cc([N+](=O)[O-])cc2c1OCOC2 (stereo not drawn)	2%	9%	-0.3%	1.1	-1%	i	0.4	4%	-2%	-3.1%
CC(=O)Nc1ccc(NS(=O)(=O)c2ccccc2)cc1	4%	6%	-0.9%	1.1	6%	i	0.5	0%	-7%	-3.9%
COc1ccc(N2CCN(C(=O)C3CCN(S(=O)(=O)c4ccc(C)cc4)CC3)CC2)cc1	11%	-3%	-0.8%	1.1	20%	i	0.6	-10%	-4%	-5.3%
C=CCNc1ncnc2ccc(Br)cc12	5%	9%	-2.3%	1.1	1%	i	0.3	-10%	-1%	-3.3%
Cn1c(=O)c2c(SCc3ccccc3)nc(-c3ccco3)nc2n(C)c1=O	15%	-5%	-2.6%	1.1	22%	·	·	8%	2%	-4.0%
CCc1cc(C(=O)c2ccc(C)cc2)c(NC(=O)CCl)s1	-7%	4%	-1.6%	1.1	-15%	i	0.5	5%	6%	-2.5%
CC(Sc1n[nH]c(N)n1)C(=O)Nc1cccc(S(=O)(=O)N2CCOCC2)c1 (stereo not drawn)	-6%	5%	0.5%	1.1	-7%	i	0.3	8%	-4%	-6.4%
COc1ccc(CCN2CC(C(=O)O)CC2=O)cc1OC (stereo not drawn)	10%	2%	1.7%	1.1	-7%	i	0.3	-3%	-2%	-3.4%
CC(C)COP(=O)(OCC(C)C)C(Nc1ccccc1)c1ccc2c(c1)OCO2 (stereo not drawn)	19%	0%	0.4%	1.1	11%	i	1.6	1%	-3%	-6.8%
CN1CCN(c2nc3c(c(=O)[nH]c(=O)n3C)n2CCSc2nnnn2-c2ccccc2)CC1	·	4%	·	·	·	i	0.2	3%	-9%	·
CCOc1ccc(N(CC(=O)Nc2ccccc2C(=O)NC(C)CC)S(C)(=O)=O)cc1 (stereo not drawn)	0%	5%	-3.1%	1.1	-5%	i	0.6	-12%	-5%	-2.3%
C=CCn1c(Oc2ccc(C(=O)OC)cc2)nc2c1c(=O)n(C)c(=O)n2C	-3%	1%	-1.8%	1.1	-5%	i	0.4	20%	-11%	-4.8%
Cc1cccc(C(=O)c2c[nH]cc2-c2ccccc2)c1	4%	-1%	-1.4%	1	6%	i	0.3	-6%	-4%	-3.9%
CCc1nc2ccccc2c(C(=O)OCC(=O)Nc2ccc(S(=O)(=O)N3CCOCC3)cc2)c1C	3%	-14%	1.4%	1	10%	·	·	7%	3%	-2.8%
N/C(=N\OC(=O)/C=C/c1ccccc1Cl)c1ccccn1	-37%	1%	-3.1%	1.1	-50%	i	0.7	5%	-9%	-1.2%
COc1ccc(C(=O)N2CCc3c([nH]c4ccccc34)C2C(F)(F)F)cc1 (stereo not drawn)	·	5%	·	·	·	i	0.7	-1%	-3%	·
Cc1n[nH]c(C)c1S(=O)(=O)N1CCN(C(=O)c2ccco2)CC1	-2%	6%	0.2%	0.4	-2%	i	0.7	6%	-5%	-2.8%
Fc1ccccc1OCCSc1ncnc2nc[nH]c12	-6%	14%	0.7%	1.1	-13%	i	0.5	12%	-1%	-5.7%

Screening results as filed in PubChem.
